mIDH1 inhibitor: human IDH1 R132H inhibition. IDH1-R132H enzyme, NADPH consumption, diaphorase/resazurin fluorescence. Potency, µM (doses to about 76.6 µM), for the others: at the top dose activity change, negative = inhibition, actives largely listed as inhibitors. actives 0.093% (n = 390,000); note: potency is the fitted concentration of half-maximal effect; % is set by controls: 0 for no effect and ±100 for the full control effect; nearly all actives have a fitted effect of over 65% in size
Target sequence (O75874 whole entry R132H, stated change not applied): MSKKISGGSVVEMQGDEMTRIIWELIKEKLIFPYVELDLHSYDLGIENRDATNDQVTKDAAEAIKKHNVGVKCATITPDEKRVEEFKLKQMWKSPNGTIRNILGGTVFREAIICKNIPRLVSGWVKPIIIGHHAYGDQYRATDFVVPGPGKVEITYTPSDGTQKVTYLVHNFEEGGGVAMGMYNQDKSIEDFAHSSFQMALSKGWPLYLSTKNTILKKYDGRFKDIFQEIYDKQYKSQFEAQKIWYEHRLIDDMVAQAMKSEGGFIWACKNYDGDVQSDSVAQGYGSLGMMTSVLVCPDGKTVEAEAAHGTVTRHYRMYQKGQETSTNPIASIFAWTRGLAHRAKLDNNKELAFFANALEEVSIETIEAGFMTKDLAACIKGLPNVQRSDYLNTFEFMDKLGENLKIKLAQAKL
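IDH1-R132H (0.5 ug/mL dispensed) in pH 7.5 Tris buffer was preincubated 30 min with compound, then given a substrate mix of 0.016 mM NADPH and 2 mM alpha-KG for 80 min at room temperature; remaining NADPH was read by diaphorase/resazurin fluorescence.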
PGK inhibitor: inhibitors of T. brucei phosphoglycerate kinase | P07378 | PGK/GAPDH coupled, Kinase-Glo luminescence, 60 min | Potency, µM (doses to about 57.5 µM), for the others: at the highest dose activity change, negative = inhibition, hits mostly inhibitors | actives 0.043% (n = 380,000); note: potency is the fitted concentration of half-maximal effect; % is set by controls: 0 for no effect and ±100 for the full control effect; nearly all actives have a fitted effect of over 60% in size
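Luminescent ATP detection (Kinase-Glo Plus) follows a 60-minute room-temperature incubation, with wells lacking PGK as controls. Buffer: 100 mM TEA (pH 7.6), 5 mM MgCl2, 0.01% Tween-20. Coupling enzyme GAPDH (100 nM final) supplies unstable 1,3-BPG in-well.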
Pin1 inh: inhibitors of human Pin1; Q13526; actives 0.009% (n = 390,000); Potency, µM (titrated, usually from 115 µM), inactives show top-dose activity, negative = inhibition, usual class: inhibitors; Pin1 FP peptide displacement, HiFluor488, 10 min; AID 504891; active = well fitted inhibition curve with a large enough effect in the polarisation, with a control signal flat, not every such curve was filed as active; inconclusive = small, poorly fitted or top-dose-only effect, or effect the other way, or a change in a side signal; inactive = no such curve, though single readings can be large or run the other way; the % refers to the polarisation; note: potency is the fitted concentration of half-maximal effect; % is set by controls: 0 for no effect and ±100 for the full control effect
PI4K2A block: PI4K2A (human) kinase inhibition. Q9BTU6. purified PI4K2A, ADP-Glo luminescence, 1 h; stronger effect = lower value. activity change, negative = inhibition, % at 76.9 µM. actives 0.13% (n = 420,000); in the data active = activity change below about -50%; inconclusive = mostly about -30% to -49%;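 note: -100% = wells without enzyme as full effect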
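Compounds are screened against recombinant PI4K2A using PI as substrate and ATP, the latter dispensed at 300 microM. Reactions run one hour at ambient temperature before ADP-Glo detection; full inhibition defined by wells lacking enzyme.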
rTrxR1 inhibitor: blocks rat thioredoxin reductase 1 | recombinant rTrxR1, NADPH fluorescence consumption, selenite substrate | actives 1% (n = 390,000) | O89049 | Potency, µM (highest dose often 114 µM), for inactives: top-dose activity change, negative = inhibition, most hits filed as inhibitors; note: potency is the fitted concentration of half-maximal effect; % is set by controls: 0 for no effect and ±100 for the full control effect; nearly all actives have a fitted effect of over 65% in size
Target sequence (O89049 whole entry, looked up): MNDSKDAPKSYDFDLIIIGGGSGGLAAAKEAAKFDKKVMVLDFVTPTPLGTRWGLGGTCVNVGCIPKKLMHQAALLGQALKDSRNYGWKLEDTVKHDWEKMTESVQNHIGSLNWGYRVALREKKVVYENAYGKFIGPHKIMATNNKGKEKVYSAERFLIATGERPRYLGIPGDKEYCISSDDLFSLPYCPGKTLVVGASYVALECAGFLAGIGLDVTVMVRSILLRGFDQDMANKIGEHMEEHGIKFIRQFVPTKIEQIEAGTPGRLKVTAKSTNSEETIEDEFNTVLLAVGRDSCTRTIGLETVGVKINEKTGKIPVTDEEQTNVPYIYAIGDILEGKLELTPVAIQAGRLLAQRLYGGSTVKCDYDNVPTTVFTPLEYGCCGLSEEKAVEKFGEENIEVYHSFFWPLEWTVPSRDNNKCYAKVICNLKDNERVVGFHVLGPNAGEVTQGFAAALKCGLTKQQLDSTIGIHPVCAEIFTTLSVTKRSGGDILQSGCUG
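Rat TrxR1 (90 nM in the dispensed reagent) was pre-reduced with 400 uM NADPH for 5 min at room temperature, then incubated with compound for 15 min. After 400 uM selenite was added, NADPH fluorescence (Ex 340/Em 450 nm) was followed for 8 min.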
GLS inh: blocks human kidney-isoform glutaminase activity | O94925 | GLS enzymatic activity, qHTS titration | Potency, µM (series often up to 45.5 µM), for inactives: at the top dose activity change, negative = inhibition, most hits filed as inhibitors | actives 0.21% (n = 410,000); note: potency is the fitted concentration of half-maximal effect; % is set by controls: 0 for no effect and ±100 for the full control effect
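Compounds were pin-transferred onto hKGA, after which L-glutamine (1 mM solution) and a detection mix of glutamate oxidase, HRP and Amplex Red were added. Initial and 30 min RT fluorescence reads were collected.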
TrxR1 substrate: rat thioredoxin reductase 1 substrate activity | O89049 | purified TrxR1 substrate turnover, NADPH consumption readout | Potency, µM (doses to about 114 µM), for the others: at the highest dose activity change, negative = substrate turnover | actives 0.01% (n = 390,000) | AID 588456; note: potency is the fitted concentration of half-maximal effect; % is set by controls: 0 for no effect and ±100 for the full control effect; nearly all actives have a fitted effect of over 50% in size
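Rat TrxR1, dispensed at 90 nM, was prereduced with 400 uM NADPH (final) for 5 min at ~22 deg C, then incubated with compound 15 min before 400 uM selenite. A first-read NADPH fluorescence drop versus no-compound background flagged substrates.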
HP1b chromo inh: inhibitors of HP1-beta chromodomain binding to methylated histone tails; AlphaScreen HP1-beta / biotin-H3K9me3 peptide binding; actives 0.56% (n = 390,000); P83916; Potency, µM (top dose mostly 114 µM), for inactives: at the highest dose activity change, negative = inhibition, hits mostly inhibitors; AID 540317; note: potency is the fitted concentration of half-maximal effect; nearly all actives have a fitted effect of over 70% in size; inactives centre near 23
Target sequence (P83916 whole entry, looked up): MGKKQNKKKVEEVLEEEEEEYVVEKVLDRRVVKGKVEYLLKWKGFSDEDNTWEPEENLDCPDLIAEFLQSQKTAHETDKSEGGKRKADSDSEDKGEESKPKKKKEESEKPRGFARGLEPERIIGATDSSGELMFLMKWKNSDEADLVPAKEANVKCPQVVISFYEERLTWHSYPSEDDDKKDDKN
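AlphaScreen: HP1-beta (50 nM) preformed 30 min with biotin-H3(1-18)K9me3 peptide (50 nM) in PBS pH 7.4, 0.01% Tween-20. Compound added for 30 min at RT, then streptavidin donor/nickel chelate acceptor beads (10 ug/mL) for 30 min.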
USP1 inh: inhibitors of human USP1/UAF1 deubiquitinase; actives 0.23% (n = 390,000); recombinant USP1/UAF1, Ub-Rhodamine cleavage fluorescence; Potency, µM (titrated, usually from 57.1 µM), for inactives: at the top dose activity change, negative = inhibition, usual class: inhibitors; O94782; note: potency is the fitted concentration of half-maximal effect; % is set by controls: 0 for no effect and ±100 for the full control effect; nearly all actives have a fitted effect of over 60% in size; inactives centre near -12
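USP1/UAF1 complex at 1 nM was preincubated with compound for 15 min at room temperature, then Ub-Rho substrate (150nM final) was added. Fluorescence (480/540 nm) was read kinetically, 6 reads every 60 seconds.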
Numbers without * were called inactive; i = inactive; ? = inconclusive; nt = no result given; & = joins results of further samples; [ ] = dose if it differs, or a comment. Unless noted, calls come from the whole dose curve; as a rule, active = well fitted curve in the direction sought with a large enough effect; inconclusive = small, poorly fitted or top-dose-only effect, or another doubt; inactive = no such curve, though single readings can be large; an effect the other way counts as inactive or inconclusive. Not all compounds are listed. The share of hits here may be higher or lower than overall.

SMILES | mIDH1 inhibitor | PGK inhibitor | Pin1 inh | PI4K2A block | rTrxR1 inhibitor | GLS inh | TrxR1 substrate | HP1b chromo inh | USP1 inh
O=c1[nH]c(O)c(N=Nc2ccc([N+](=O)[O-])cc2)c(=O)[nH]1 | 1.1% | 0.4% | -5.7% | 2.1 | -20.1% | -4.8% | -17.5% | 28.3% | 2.8%
CCc1ccc(NC(=O)CCNC(=O)N2C[C@H]3C[C@@H](C2)c2cccc(=O)n2C3)cc1 | -7.6% | -0.7% | -1.2% | -2.4 | 0.3% | -4.2% | -5.0% | 29.5% | -6.4%
CC1c2ccccc2-n2nncc2CN1CC1CCCCC1 (stereo not drawn) | 3.0%[38.3 µM] | -1.5% | -4.1% | -3.8 | -10.8% | 10.2% | -3.2% | 21.9% | -14.6%
Cc1nn(-c2ccccc2)c2c1C(c1ccc(F)cc1F)C(C#N)=C(N)O2 (stereo not drawn) | 6.8% | 1.8% | -1.2% | -14.1 | ? | -3.0% | 6.5% | 0.3% | -15.5%
CCC(C)C1NC(=O)C(C(C)=O)=C1O (stereo not drawn) | 18.0% | i | 7.0% | -5.2 | 7.7%[57.1 µM] | -8.6% | 6.6% | 44.3% | -14.5%
O=C1NCCOC(=O)[C@H](Cc2ccc(F)cc2)CC/C=C/C[C@@H]1CC(=O)N(CCO)Cc1ccccc1 | -5.8% | -0.3% | -12.7% | -1.2 | 6.9% | 15.0% | -1.4% | 43.6%[activator] | -2.6%
Cc1ccc(CN2C(=O)NC(=O)C3(Cc4c(nc5ccccn5c4=O)N4CCCCCC43)C2=O)cc1 (stereo not drawn) | -3.2% | -6.0% | 4.6% | -4.7 | 0.9% | -3.4% | 0.3% | 6.0% | 0.1%
C=CCc1ccc(OC(=O)NC2CCCCC2)c(OC)c1 | 4.3% | 0.5% | -9.3% | 2.1 | 13.1%[57.1 µM] | ? | 11.8%[57.1 µM] | 39.6%[activator] | -15.0%
COc1cc(/C=N/Nc2ccc(S(N)(=O)=O)cc2)cc(OC)c1OC | -0.7% | i | 1.4% | 2.6 | 13.1%[57.1 µM] | -34.8% | 4.8%[57.1 µM] | ? | -1.2%
Cc1c(O)ccc(C(=O)CN2CC(C)OC(C)C2)c1O (stereo not drawn) | -13.7% | 3.6% | -8.3% | 8.6 | -9.8% | 0.2% | -6.9% | 12.0%[57 µM] | -9.4%
Cc1ccc2oc(=O)c(-c3nc4ccc(C)cc4[nH]3)cc2c1 | 0.0% | i | ? | 1.5 | -8.7%[57.1 µM] | -9.6% | -8.0%[57.1 µM] | 34.3% | -11.7%
COc1ccc(N=Nc2c(O)[nH]c(=S)[nH]c2=O)cc1 | -2.5% | -8.9% | ? | -11.2 | 0.1%[57.1 µM] | 15.9% | -1.1%[57.1 µM] | -8.0% | -27.2%
O=C(Nc1ccc(Br)cc1C(=O)c1ccccc1Cl)c1ccccc1F | -17.8% | -4.2% | 3.1% | 4.9 | 10.6% | 3.2% | 5.8% | 35.0% | -13.1%
CCCCn1c(N)c(C(=O)NCCN2CCOCC2)c2nc3ccccc3nc21 | 1.8% | -9.8% | ? | -5.3 | -5.5%[57.1 µM] | -6.0% | 39.9%[activator][57.1 µM] | 86.0% | -6.6%
Clc1ccccc1CN1CCN(c2cccc3[nH]ccc23)CC1 | -1.6% | 1.3% | 6.2% | -1.7 | -0.5% | 4.3% | -0.4% | ? | -12.5%
Cc1ccc(-n2c(=S)[nH]c3ccccc3c2=O)cc1C | -11.5% | -2.1% | nt | -8.4 | nt | -1.3% | nt | nt | -15.9%
N#Cc1c(Br)n(C2OC(CO)C(O)C2O)c2ncnc(N)c12 (stereo not drawn) | 3.9% | -3.6% | -15.9% | ? | -17.4% | -0.6% | 3.6% | 40.6%[activator] | -24.9%
O=C(COc1ccc(Br)cc1)N1CCN(Cc2ccc3c(c2)OCO3)CC1 | 17.4% | -0.6% | -9.9% | -21.0 | 8.7% | 15.3% | -3.1% | ? | -25.5%
COc1ccc(OC)c(CCNCc2c(C(=O)O)c(C)n(Cc3ccc(F)cc3Cl)c2C)c1 | -8.7% | 16.6% | 0.1% | -0.7 | 6.3% | 3.7% | 2.3% | 15.6% | -4.3%
O=c1[nH]c(=S)n(CCC2=CCCCC2)c(O)c1C=NC1CCN(Cc2ccccc2)CC1 | 0.0% | 1.8% | 15.5% | 0.3 | 16.7% | 16.6% | 2.4% | 0.4% | -12.2%
COc1cccc(-n2c(O)c(C=NCc3ccc4c(c3)OCO4)c(=O)[nH]c2=O)c1 | 0.0% | -9.2% | 1.5% | 5.3 | 1.7% | 1.9% | -3.5% | 21.4% | -7.2%
COc1ccccc1NC(=O)c1cn(CCC#N)nc1-c1ccc(F)cc1 | 1.0% | i | -1.1% | 1.0 | 9.3% | -4.1% | -2.7% | 70.8%[activator] | -14.7%
COCCNC(=O)c1ccc(N2CC3CC(C2)c2cccc(=O)n2C3)c([N+](=O)[O-])c1 (stereo not drawn) | 3.3% | -1.1% | -0.1% | -0.5 | 5.6%[57.1 µM] | -9.0% | -7.9% | 42.6%[activator] | -13.7%
CN(C)P(=O)(CCl)Nc1ccccc1 (stereo not drawn) | -2.0% | i | 1.4% | -0.5 | -9.1% | 0.9% | -7.7%[57.1 µM] | 22.7% | -17.8%
Cc1cc(OC(C)C(=O)NCC(O)c2ccccc2)c2c3c(c(=O)oc2c1)CCC3 (stereo not drawn) | -3.7% | 2.6% | 1.1% | -2.7 | 11.1% | 8.1% | 115.0%[activator] | 28.5% | -6.3%
O=C(Oc1c(Cl)cc(Cl)c2ccccc12)N1CCCCC1 | 6.7% | 1.0% | -2.4% | -0.8 | -7.4% | 1.4% | 8.0%[57.1 µM] | 96.1%[activator] | -9.2%
COc1ccc(OCc2n[nH]c(=S)n2Cc2ccco2)cc1 | 19.6% | -0.2% | -11.3% | -5.9 | -35.3%[57.1 µM] | ? | -6.1%[57.1 µM] | ? | 3.6%
CCOP(=O)(OCC)C1(C(=O)O)CCCC1 | 3.9% | -1.0% | -1.1% | -8.3 | 9.2% | 6.9% | 0.9%[57.1 µM] | 28.9% | -16.1%
Cc1noc(C)c1C(=O)N1CCC2(CC1)OCCO2 | -1.7% | 0.3% | -1.8% | 7.6 | 22.2% | 2.1% | 10.7% | 21.2% | -11.1%
O=C1C2CCCN2C(c2cccnc2)N1c1ccc(Cl)cc1 (stereo not drawn) | -0.1% | -6.9% | -0.2% | 1.7 | -4.5%[57.1 µM] | 1.9% | 4.0%[57.1 µM] | 40.7%[activator] | -10.4%

In the list so far, 2 have a nitro group on carbon.
SMILES | mIDH1 inhibitor | PGK inhibitor | Pin1 inh | PI4K2A block | rTrxR1 inhibitor | GLS inh | TrxR1 substrate | HP1b chromo inh | USP1 inh
O=c1[nH]c(O)c(N=Nc2ccc([N+](=O)[O-])cc2)c(=O)[nH]1 | 1.1% | 0.4% | -5.7% | 2.1 | -20.1% | -4.8% | -17.5% | 28.3% | 2.8%
COCCNC(=O)c1ccc(N2CC3CC(C2)c2cccc(=O)n2C3)c([N+](=O)[O-])c1 (stereo not drawn) | 3.3% | -1.1% | -0.1% | -0.5 | 5.6%[57.1 µM] | -9.0% | -7.9% | 42.6%[activator] | -13.7%

Following part
SMILES | mIDH1 inhibitor | PGK inhibitor | Pin1 inh | PI4K2A block | rTrxR1 inhibitor | GLS inh | TrxR1 substrate | HP1b chromo inh | USP1 inh
CC(C)Oc1cccnc1N(C)C1CCN(Cc2ccccc2)CC1 | 19.3% | -3.2% | 2.2% | 1.7&-2.3 | 23.8% | 15.3% | 5.9% | 7.5% | -10.0%
COc1ccc2[nH]c3c(c2c1)CCNC3 | -5.2% | -1.3% | 3.9% | -6.9&-0.6 | ? | 19.7% | 5.8%[57.1 µM] | 1.5% | -3.7%
CC1c2ccccc2-n2nncc2CN1C (stereo not drawn) | -13.0% | 6.6% | 3.6% | -1.0 | 5.3% | -0.9% | 4.6% | 34.7% | -29.5%
O=C(Cc1ccccc1)N1CCN(CCCc2ccccc2)CC1 | 0.0% | i | -7.8% | -4.5 | 22.9%[57.1 µM] | 0.9% | 13.4%[57.1 µM] | ? | -2.4%
COc1ccc(NC(=S)NC(NC(=O)CF)C(Cl)(Cl)Cl)cc1[N+](=O)[O-] (stereo not drawn) | 1.1% | -6.4% | 1.9% | -3.5 | ? | 6.6% | 3.1% | ? | -5.4%
C(CCc1nn[nH]n1)CCc1nn[nH]n1 | -4.4% | 4.8% | -1.7% | 0.1 | 10.7% | 5.8% | 1.3% | 13.7% | -10.6%
O=C(COc1ccccc1Cl)N1CCN(CCc2ccccn2)CC1 | 0.0% | i | -0.2% | -1.0 | 29.2% | -0.5% | 10.9% | 61.0%[activator] | -0.3%
Cc1nc2c(-c3ccccc3)c(C)nn2c(C)c1CCC(=O)N1CCC2(CC1)OCCO2 | -2.4% | 7.3% | -8.3% | 4.9 | -7.0%[57.1 µM] | 0.6% | -1.3%[57.1 µM] | 19.5% | -12.1%
CCN1C[C@]2(CO)CC[C@H](OC)[C@@]34C2[C@H](OC)[C@@](O)(C13)[C@@]1(O)C[C@H](OC)[C@H]2C[C@@H]4[C@@H]1[C@H]2OC | -0.7% | -7.2% | 8.8% | 0.5 | 5.2% | 7.0% | 3.7% | 31.0% | -11.6%
